# Screening data: PubChem, Sanford-Burnham Center for Chemical Genomics
# Rpn11 block = Rpn11 (human) deubiquitinase inhibition; O00487; human 26S proteasome, Ub4-pepOG fluorescence polarization; 20S core pre-blocked with epoxomicin; calls only at 20 µM; 0.59% of 360,000 active; AID 588493;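 active = inhibition at 20 µM, scaled to each plate's controls, above about 33%, limit read from the data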
# Target sequence (O00487 whole entry, looked up): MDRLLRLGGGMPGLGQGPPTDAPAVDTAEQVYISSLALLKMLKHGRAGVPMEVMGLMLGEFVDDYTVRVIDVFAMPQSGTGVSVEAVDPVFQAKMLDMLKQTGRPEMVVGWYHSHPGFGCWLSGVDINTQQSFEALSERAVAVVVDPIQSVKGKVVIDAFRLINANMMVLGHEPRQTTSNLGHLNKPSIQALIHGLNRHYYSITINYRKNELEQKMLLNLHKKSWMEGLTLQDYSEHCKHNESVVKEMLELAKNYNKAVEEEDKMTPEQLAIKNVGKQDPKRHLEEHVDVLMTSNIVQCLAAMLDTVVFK
# SUMO1 PPI mod = SUMO1-SIM interaction modulation | P63165 | SUMO1 binding to a labelled peptide, TR-FRET, 1 h | inhibition, % at 20 µM | 0.33% of 360,000 active | AID 602429; in the data active = inhibition above about 37%
# Target sequence (P63165 whole entry, looked up): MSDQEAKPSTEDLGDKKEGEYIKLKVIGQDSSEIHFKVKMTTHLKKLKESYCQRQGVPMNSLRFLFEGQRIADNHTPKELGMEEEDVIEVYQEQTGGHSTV
# Scp-1 inhibitor = blocks human Scp-1 phosphatase activity; Q9GZU7; Recombinant Scp1, phosphopeptide, malachite green phosphate absorbance; inhibition, % at 20 µM; 0.88% of 340,000 active;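 active = inhibition above about 50% at 20 µM, limit read from the data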;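 also: plate controls were DMSO wells with enzyme for no effect and wells lacking enzyme for full effect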
# Target sequence (Q9GZU7 76-261 limits assumed): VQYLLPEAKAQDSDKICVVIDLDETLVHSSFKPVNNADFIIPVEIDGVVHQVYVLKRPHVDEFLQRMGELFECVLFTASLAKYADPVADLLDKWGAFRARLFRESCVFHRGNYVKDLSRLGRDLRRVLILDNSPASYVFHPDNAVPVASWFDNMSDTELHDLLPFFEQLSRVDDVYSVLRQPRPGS
#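 System: truncated SCP-1 phosphatase (76-261aa); medium: Tris acetate buffer pH 5.5 with MgCl2 and Tween-20; incubation: 45 min room-temperature reaction, 5 min colour, 30 min stabiliser; compound: single 20 µM dose, 1% DMSO; reagent: Phosphorylated 17-residue peptide substrate; read-out: % inhibition at 20 µM; technique: colorimetric free-phosphate detection, absorbance 630 nm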
# LMPTP block = LMPTP (human) inhibition; 0.22% of 360,000 active; P24666; inhibition, % at 20 µM; recombinant LMPTP-A, OMFP fluorogenic substrate, fluorescence intensity;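 active = compounds that cut the enzyme signal by at least half of the control window in the single-dose screen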;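 also: plate controls were DMSO wells with enzyme plus substrate for no effect and substrate without enzyme for full effect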
# Target sequence (P24666 whole entry, looked up): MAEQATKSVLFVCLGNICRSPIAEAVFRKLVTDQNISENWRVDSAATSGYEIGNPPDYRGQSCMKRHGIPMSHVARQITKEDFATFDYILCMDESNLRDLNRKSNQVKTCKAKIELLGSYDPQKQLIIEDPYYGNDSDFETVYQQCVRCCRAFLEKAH
#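 Buffer or medium: Bis-Tris pH 6.0, DTT, detergent; Assay system: LMPTP-A enzyme; Quantity: 0.625 nM enzyme; Detection: endpoint fluorescence intensity; Times: 50 min dark incubation at room temperature; Controls: substrate-only low control, DMSO enzyme-plus-substrate high control; Doses: single 20 µM dose; Read-out: percent inhibition versus substrate-only and uninhibited controls; Reagent: 400 µM OMFP.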
# NadD block = NadD (S. aureus) enzyme inhibition | purified NadD enzyme, colorimetric absorbance read-out | inhibition, % at 20 µM | 0.78% of 360,000 active | AID 602399; in the data active = inhibition above about 26%; also: some compounds past the cut are filed as inactive
# STEP block = inhibitors of human striatal-enriched phosphatase STEP; P54829; recombinant STEP, OMFP fluorogenic substrate, fluorescence; inhibition, % at 20 µM; 0.25% of 360,000 active; AID 588621;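 active = inhibition at 20 µM, scaled per plate between control wells, above about 37%, limit read from the data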;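 also: 0% = DMSO with enzyme and substrate and 100% = substrate only without enzyme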
#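 Test system: STEP tyrosine phosphatase / Reagent: OMFP at 25 µM / Doses: 20 µM, 1% DMSO / Read-out: percent inhibition scaled to no-enzyme and uninhibited-enzyme controls, plate-pattern corrected / Detection: FITC-channel fluorescence of OMFP product / Medium: Bis-Tris buffer pH 6.0, 2.5 mM DTT, 0.005% Tween 20 / Schedule: 20 min at room temperature, dark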
# CendR NRP1 mod = NRP-1/CendR interaction modulation. 0.85% of 360,000 active. O14786. AID 602438. inhibition, % at 25 µM. FAM-RPARPAR peptide binding to NRP-1, fluorescence polarization;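 active = inhibition or corrected inhibition above about 18%, plus a signal ratio from 0.5 to 1.5, limit read from the data, passing the limit was not always enough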; also: strong numbers were not always called active
# MT1-MMP act inh = MT1-MMP (human) activation inhibition; P50281; HT1080 RFP-PRO-GFP cells, GFP/RFP ratio fluorescence, overnight; percent of plate control window, DMSO zero; GFP/RFP ratio change, % at 20 µM; 0.061% of 360,000 active; AID 651647;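 active = GFP/RFP ratio change of at least 30% with cell ATP level not reduced by more than half and red fluorescence within 50% of control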; also: strong numbers were not always called active
#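 Read-out: GFP/RFP fluorescence ratio; Test system: RFP-PRO-GFP reporter HT1080 cells; Compound dosing: single-point 20 µM compound, 1% DMSO; Times: overnight compound exposure at 37 °C.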
# SKN-1 block = C. elegans SKN-1 inhibition; C. elegans VP596 Pgst-4::GFP/RFP ratio, acrylamide-induced, 24 h; inhibition, % at 21.8 µM; 0.49% of 360,000 active; AID 624304;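 active = interference check ratio from 0.5 to 1.5 plus GFP to RFP signal ratio inhibition reaching or exceeding a fixed threshold, cut at about 30% in these data, passing the limit was not always enough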; also: some compounds called inactive have numbers as strong as hits
# DNMT1 inh = blocks human DNA methyltransferase DNMT1. 0.83% of 360,000 active. inhibition (reported as % activation of signal), % at 10 µM. DNMT1 molecular beacon, Hinp1I cleavage, fluorescence. P26358; in the data active = inhibition above about 50%
# An asterisk follows results filed as active; i = inactive; / = no result given; & = joins results of further samples.
SMILES,Rpn11 block,SUMO1 PPI mod,Scp-1 inhibitor,LMPTP block,NadD block,STEP block,CendR NRP1 mod,MT1-MMP act inh,SKN-1 block,DNMT1 inh
CCN1CCN(Cc2ccc(NC(=O)c3cc(NC(=O)c4cc5cccc(OC)c5o4)cc(OC)c3)cc2C(F)(F)F)CC1,i,-55&-75,15,1.5&-0.7,22&1,1&-2,0&15,-21&6,-3&-9,-27&-17
CCOC(=O)C1CCN(C(=O)COc2ccc3c(c2)OCO3)CC1,i,0,-5,-1.6,-5,0,8,2,-2,-1
COCc1cn(CC[C@@H]2CC[C@@H](NC(=O)Nc3ccc4c(c3)OCO4)[C@@H](CO)O2)nn1,/,2,/,-0.6,/,/,7,-6,-4,/
COc1ccc(CN=Cc2c(C(=O)O)[nH]c3ccccc23)cc1,i,3,-4,0.5,-4,5,-4,-1,-10,-1
O=c1cc(-c2ccccc2)[nH]n1-c1ccc([N+](=O)[O-])cc1,i,-17,-2,1.6,-1,2,6,18,-10,-17
COc1ccc2nc(C)cc(Nc3ccc(C)cc3)c2c1,i,-2,-9,1.5,-2,1,-3,-1,26,8
COc1ccc(C(=O)NC(C)c2ccncc2)cc1S(=O)(=O)N(C)Cc1ccccc1 (configuration not stated),i,-3,-2,-1.1,2,-1,-6,1,20,2
CCC1CCCCN1CCCNC(=O)c1ccc2nc(N3CCCCC3)sc2c1 (configuration not stated),i,-1,-3,1.9,-4,1,-7,-4,6,-1
CCOc1ccc(S(=O)(=O)NCCC(=O)N2CC(C)OC(C)C2)cc1 (configuration not stated),i,3,-3,-0.6,-3,-3,5,2,4,-1
CCOC(=O)C1=CNS(=O)(=O)NC1CCc1ccccc1 (configuration not stated),i,6,1,-0.7,-1,-1,-8,2,4,6
COc1cccc(N2CC(O)=C(c3ccccc3)C2=N)c1,i,2,0,1.0,1,-2,15,1,35*,5
CCOC(=O)N1CCN(C(=O)CS(=O)(=O)c2cn(Cc3ccc(F)cc3)c3ccccc23)CC1,i,0,-1,-0.7,-1,9,6,4,18,-2
Cc1cccc(NC(=O)COC(=O)COc2ccc3c(c2)CCC3)c1,i,1,-13,2.6,-8,-4,16,-2,4,-3
Cc1cccc(Cn2cccc2/C=C2/C(=N)N3C=CSC3=NC2=O)c1,i,1,-6,1.8,3,-4,-44,1,7,-19
N=c1ccn(CC(=O)NC(N)=O)c2ccccc12,i,-2,-4,4.8,1,-1,-8,0,-4,1
C=C(C)C(=O)Nc1cccc(C2=NOC3(C2)C[C@@H](C(N)=O)N(C(=O)c2cc([N+](=O)[O-])cc([N+](=O)[O-])c2)C3)c1 (some centres not stated),i,46*,61*,-1.9,2,4,-1,6,15,87*
Cn1c(-c2ccc(F)cc2)cc2onc(-c3ccccc3Cl)c2c1=O,i,-1,-6,-0.3,-2,0,15,4,7,-1
CCNC(=S)N1CCC(NC(=O)c2ccco2)CC1,i,-2,-5,-1.6,-5,2,0,-1,-5,-2
Cc1cccc(CCNC(=O)CCNC(=O)Cn2ccc3ccccc3c2=O)c1,i,-4,-7,-2.6,2,1,-12,-6,-9,2
O=C1Cc2cc(NS(=O)(=O)c3cc(F)ccc3F)cc3c2N1CCC3,i,-1,1,1.0,6,0,-10,9,1,-8

# Records listed above that bear a hit mark in SKN-1 block.
SMILES,Rpn11 block,SUMO1 PPI mod,Scp-1 inhibitor,LMPTP block,NadD block,STEP block,CendR NRP1 mod,MT1-MMP act inh,SKN-1 block,DNMT1 inh
COc1cccc(N2CC(O)=C(c3ccccc3)C2=N)c1,i,2,0,1.0,1,-2,15,1,35*,5

# Reformatted: entries from further up
# Values run as follows: Rpn11 block	SUMO1 PPI mod	Scp-1 inhibitor	LMPTP block	NadD block	STEP block	CendR NRP1 mod	MT1-MMP act inh	SKN-1 block	DNMT1 inh
> CCOC(=O)C1CCN(C(=O)COc2ccc3c(c2)OCO3)CC1
 : i	0	-5	-1.6	-5	0	8	2	-2	-1
> CCNC(=S)N1CCC(NC(=O)c2ccco2)CC1
 : i	-2	-5	-1.6	-5	2	0	-1	-5	-2

# Next structures
SMILES,Rpn11 block,SUMO1 PPI mod,Scp-1 inhibitor,LMPTP block,NadD block,STEP block,CendR NRP1 mod,MT1-MMP act inh,SKN-1 block,DNMT1 inh
COC(=O)c1[nH]c2ccc(Cl)cc2c1NC(=O)C1CC1,i,-8,-9,-0.3,1,1,4,3,-3,0
CC1=C(C(=O)OCCOC(C)C)C(c2cc3c(cc2Br)OCO3)CC(=O)N1 (configuration not stated),i,0,3,0.8,-4,-1,1,-1,22,-3
COC(=O)c1ccc(NC(=O)Cn2nc(C)c3ccccc3c2=O)cc1,i,-1,-7,-1.4,-2,0,4,1,-5,8
CSc1nncc(/C(C)=N/O)n1,i,-10,-5,-2.9,-2,-6,-9,4,-6,-12
O=C(Nc1ccc(S(=O)(=O)Nc2nccs2)cc1)c1ccc(S(=O)(=O)N2CCOCC2)cc1,i,3,-13,0.4,0,-4,-9,0,7,4
Cc1ccc(C)c(NC(=S)N=Nc2c(O)n(C)c3ccc(S(=O)(=O)N4CCOCC4)cc23)c1,i,-2,-8,1.5,27,1,-6,5,0,-7
COCCN1C(=O)N(c2ccccc2)C(=O)C1CC(=O)Nc1cc(OC)cc(OC)c1 (configuration not stated),i,5,1,-2.3,-2,2,6,-1,-10,3
CCCCNC(=O)Nc1ccc(Br)cn1,i,0,1,-2.1,-7,-2,10,0,19,-2
C=CCn1c(CCc2ccc(OC(C)C)cc2)n[nH]c1=S,i,-1,-5,-4.2,-4,2,0,4,7,6
CC(=O)c1ccc(S(=O)(=O)N2CCN(C(=O)c3ccc(N)c([N+](=O)[O-])c3)CC2)cc1,i,-33,0,2.5,-3,2,2,1,2,5
COc1ccc(CC(=O)NCC(=O)N=Nc2c(O)[nH]c3ccccc23)cc1,i,-32,-5,-0.7,-1,1,2,1,8,1
Cc1ccc2c(CN3CCCCC3CCO)cc(=O)oc2c1 (configuration not stated),i,-10,-7,-1.3,-1,1,0,0,17,1
CCC(=O)c1ccc(OCC(=O)OCC(=O)NCC2CCCCC2)cc1,i,5,-1,-0.5,-3,-2,-1,1,-6,-1
Nc1c(C(=O)NCc2ccc3c(c2)OCO3)nnn1CC(=O)Nc1ccc(Br)cc1,i,1,-9,3.3,-1,1,6,-3,-1,9
COc1ccccc1CNC(=O)CC12CC3CC(CC(Br)(C3)C1)C2,i,-1,-1,1.2,-9,-1,-2,0,-17,2
COCc1c(C(=O)N2CCN(c3ccc(C(F)(F)F)cn3)CC2)oc2ccccc12,i,-4,-10,2.9,-6,4,2,-4,5,8
O=C(CC1C(=O)OCN1C(=O)OCc1ccccc1)OCC(=O)c1ccccc1 (configuration not stated),i,0,-13,0.2,-4,-2,-1,-2,-4,-1
Cc1ccc(NC(=O)Cn2cnc3sc(C(=O)NCc4ccco4)c(C)c3c2=O)cc1Cl,i,9,-2,1.7,10,2,6,0,-2,-10
Cc1ccc2nc(-c3ccc(Cl)cc3)c(Cc3ccccn3)n2c1,/,-1,/,-0.7,-3,/,10,4,18,/
COCCNC(=O)C(c1ccc(F)cc1)N(C(=O)CCC(=O)Nc1ccccn1)C1CCCCC1 (configuration not stated),i,3,-1,0.0,5,-1,-5,2,8,2

# Part of the list above, with the structure last.
Rpn11 block	SUMO1 PPI mod	Scp-1 inhibitor	LMPTP block	NadD block	STEP block	CendR NRP1 mod	MT1-MMP act inh	SKN-1 block	DNMT1 inh	SMILES
i	3	-13	0.4	0	-4	-9	0	7	4	O=C(Nc1ccc(S(=O)(=O)Nc2nccs2)cc1)c1ccc(S(=O)(=O)N2CCOCC2)cc1
i	-1	-5	-4.2	-4	2	0	4	7	6	C=CCn1c(CCc2ccc(OC(C)C)cc2)n[nH]c1=S
i	-2	-8	1.5	27	1	-6	5	0	-7	Cc1ccc(C)c(NC(=S)N=Nc2c(O)n(C)c3ccc(S(=O)(=O)N4CCOCC4)cc23)c1
i	-4	-10	2.9	-6	4	2	-4	5	8	COCc1c(C(=O)N2CCN(c3ccc(C(F)(F)F)cn3)CC2)oc2ccccc12

# Further structures.
SMILES,Rpn11 block,SUMO1 PPI mod,Scp-1 inhibitor,LMPTP block,NadD block,STEP block,CendR NRP1 mod,MT1-MMP act inh,SKN-1 block,DNMT1 inh
CCc1ccccc1NC(=O)CN1C(=O)c2ccccc2S1(=O)=O,i,2,-3,-0.9,-2,1,2,4,4,5
O=C1N[C@@H](Cc2cnc[nH]2)C(=O)N2CCC[C@@H]12,i,-2,-9,-3.2,-5,-1,5,1,-7,0
COc1ccc(S(=O)(=O)NN(C)c2nc(C(F)(F)F)nc3ccccc23)cc1,i,4,-13,-0.6,0,2,9,1,1,8
CC(=O)OCC1=C(C(=O)O)N2C(=O)C(NC(=O)c3ccc(F)cc3)C2SC1 (configuration not stated),i,0,15,1.4,0,0,-13,-3,-11,2
COC(=O)Cc1c(C)nc2nc(NCc3ccc(Cl)cc3)[nH]n2c1=O,i,7,-12,-1.2,6,-1,-1,15,1,0
CN1CCN(CC(=O)Nc2ccc(Oc3ccccc3)cc2)CC1,i,1,-6,1.9,0,-1,6,/,-22,-1
CCCn1c(N)c(C(=O)COC(=O)CCS(=O)(=O)c2ccc(C)cc2)c(=O)[nH]c1=O,i,3,0,-0.9,2,-3,9,1,13,2
O=C(NCc1ccco1)c1ccc2c(=O)n(-c3ccccc3)c(=O)n(Cc3cccc(F)c3)c2c1,i,2,/,-1.2,7,-3,-12,0,2,-1
O=C(COC(=O)c1ccccc1)Nc1ncc([N+](=O)[O-])s1,i,58*,83*,65*,13,11,-18,1,6,93*
O=C(CN1CCN(Cc2ccccc2Cl)C1=O)NCCCN1CCOCC1,i,1,9,0.4,5,4,-1,-6,-5,3

# Full records as entered above:
# CCCn1c(N)c(C(=O)COC(=O)CCS(=O)(=O)c2ccc(C)cc2)c(=O)[nH]c1=O is listed as Rpn11 block: i; SUMO1 PPI mod: 3; Scp-1 inhibitor: 0; LMPTP block: -0.9; NadD block: 2; STEP block: -3; CendR NRP1 mod: 9; MT1-MMP act inh: 1; SKN-1 block: 13; DNMT1 inh: 2
# O=C1N[C@@H](Cc2cnc[nH]2)C(=O)N2CCC[C@@H]12 is listed as Rpn11 block: i; SUMO1 PPI mod: -2; Scp-1 inhibitor: -9; LMPTP block: -3.2; NadD block: -5; STEP block: -1; CendR NRP1 mod: 5; MT1-MMP act inh: 1; SKN-1 block: -7; DNMT1 inh: 0
